# Screening results from PubChem BioAssay.
# GalR3 antag: antagonists of human GalR3; 360,000 tested, 0.44% active; O60755; inhibition, % at 3 µM; AID 651719; HEK293 GalR3-CNG cAMP membrane potential fluorescence; galR3 body fused to GalR1 C-terminus;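 active means inhibition above the screen-wide average plus 3 SD, cut at about 13% in these data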;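 further: forskolin and galanin both at EC90 stimulate the cells; cAMP rise reported by CNG channel membrane potential dye signal; 0% = forskolin plus galanin with DMSO and 100% = forskolin alone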
# Target sequence (O60755 1-299 limits assumed): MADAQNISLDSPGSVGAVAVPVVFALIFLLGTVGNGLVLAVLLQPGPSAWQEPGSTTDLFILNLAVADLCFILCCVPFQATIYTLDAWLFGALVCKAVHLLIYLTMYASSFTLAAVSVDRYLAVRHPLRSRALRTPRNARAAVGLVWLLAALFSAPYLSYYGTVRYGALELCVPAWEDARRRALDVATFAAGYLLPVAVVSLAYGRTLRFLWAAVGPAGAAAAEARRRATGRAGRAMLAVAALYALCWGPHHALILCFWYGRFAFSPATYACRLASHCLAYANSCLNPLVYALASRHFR
# CRFR2-BP antag: blocks CRF-induced signaling of the CRF-BP/CRF-R2 complex; HEK293 CRF-R2/CRF-BP, CRF-induced calcium fluorescence; inhibition, % at 11.8 µM; 350,000 tested, 0.59% active;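 active means inhibition of the ligand-induced calcium signal above about 50% at the single tested concentration, limit read from the data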
# VIM-2 inhibitor: inhibitors of Pseudomonas aeruginosa VIM-2 metallo-beta-lactamase. AID 1527. purified VIM-2, nitrocefin hydrolysis, epi-absorbance fluorescence. inhibition, % at 5.6 µM. 290,000 tested, 0.89% active;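 active means inhibition above the mean of all tested compounds plus 3 SD, cutoff set per screening run, cut at about 7.5% in these data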;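 further: red hydrolysis product quenches plate fluorescence so inhibitors raise well fluorescence; 0% = enzyme with DMSO and 100% = DMSO without enzyme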
# p-CIP stab down: lowers stability of the mouse p/CIP coactivator protein; F442A p/CIP-EGFP cells, EGFP fluorescence, 16 h; 290,000 tested, 0.01% active; decrease of EGFP signal, % at 10 µM; Q05BA5;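 active means EGFP signal decrease of at least 30% at 10 µM or well 3 SD below plate mean, unless failing retest; inactive means the rest, including hits failing retest or dose response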; further: some compounds called inactive have numbers as strong as hits; many of its hits are not listed in these tables
# SUMO HTRF inh: inhibitors of human SUMOylation (UBC9) | HTRF SUMOylation assay, SAE1/SAE2 + UBC9, in vitro | inhibition, % at 35 µM | AID 2006 | 290,000 tested, 0.36% active; in the data active means inhibition above about 50%, passing the limit was not always enough; further: strong numbers were not always called active
# Target sequence (P63279 whole entry, looked up): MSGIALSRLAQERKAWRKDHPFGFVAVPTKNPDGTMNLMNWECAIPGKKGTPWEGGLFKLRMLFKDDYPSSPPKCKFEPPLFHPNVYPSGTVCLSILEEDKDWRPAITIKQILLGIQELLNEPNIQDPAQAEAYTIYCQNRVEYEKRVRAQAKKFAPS
# IDE cell activ: boosts human insulin-degrading enzyme activity in HEK cells; activation, % at 5.96 µM; FAbeta-B cleavage, fluorescence polarization; 0% vehicle, 100% cell-free pure enzyme wells; AID 493087; 340,000 tested, 0.073% active;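 active means activation above the mean of all tested compounds plus 3 SD, set per screening campaign, cut at about 17% in these data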
# IMP-1 inhibitor: inhibitors of Pseudomonas aeruginosa IMP-1 metallo-beta-lactamase; purified IMP-1, nitrocefin hydrolysis, epi-absorbance fluorescence; inhibition, % at 5.6 µM; 290,000 tested, 0.45% active; AID 1556;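 active means inhibition above the mean plus 3 SD of all compounds in the same screening run, cut at about 4.5% in these data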;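 further: 0% = IMP-1 with DMSO and 100% = DMSO wells lacking enzyme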
#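 System – purified recombinant IMP-1 beta-lactamase · Input – IMP-1 dispensed at 0.2 nM · Timing – 15 min preincubation plus 25 min reaction at 25 °C · Signal – Epi-absorbance fluorescence, 480 nm excitation, 530 nm emission · Measure – percent IMP-1 inhibition derived from blank-referenced optical density · Controls – Enzyme-plus-DMSO low control, enzyme-free DMSO high control · Replication – singlicate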
# NS3 helicase inh: HCV NS3 helicase inhibition | NS3 helicase DNA unwinding, Cy5 molecular beacon fluorescence | inhibition, % at 10.9 µM | 290,000 tested, 0.56% active | AID 1800;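 active means inhibition above the mean of all tested compounds plus 3 SD, set per campaign, cut at about 35% in these data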;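 further: 0% = DMSO wells and 100% = thioflavine S control wells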
#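 Assay system – hepatitis C virus NS3 helicase domain fragment enzyme · Buffer or medium – MOPS pH 6.5, MgCl2, DTT, Tween20, BSA · Reagent – Cy5/quencher beacon DNA duplex and ATP to start · Compound – single 10.9 µM dose · Timing – 1 h at 25 °C · Technique – Cy5 beacon fluorescence read at start and 1 h · Measure – % inhibition of unwinding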
# IDE inh: cellular human IDE inhibition | P14735 | HEK cells, FAbetaB cleavage, fluorescence polarization | inhibition, % at 5.59 µM | 320,000 tested, 0.41% active | AID 434962;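 active means percent inhibition above the average of all tested compounds plus 3 SD, set per screening campaign, cut at about 16% in these data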;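 further: IDE supplied by intact live HEK cells; FP after avidin binding of uncleaved biotin substrate so inhibition keeps polarization high; 0% = DMSO wells and 100% = 60 µM reference IDE inhibitor Ii1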
# * hit, by the source's call; x = not tested or not shown.
SMILES,GalR3 antag,CRFR2-BP antag,VIM-2 inhibitor,p-CIP stab down,SUMO HTRF inh,IDE cell activ,IMP-1 inhibitor,NS3 helicase inh,IDE inh
C=CCn1c(O)c(C(CC)=Nc2ccccc2NC(=O)CC)c(=O)[nH]c1=O,-1,76*,0.5,-8,8,3,-0.6,-2,3
CCCS(=O)(=O)N1CCC(C(=O)NCCCOC(C)C)CC1,1,60*,-4.5,-23,-2,3,-2.3,6,5
C=C1CCN([C@@H](C)C(=O)NCc2cc(OC)c(OC)c(OC)c2)S(=O)(=O)c2ccccc21,-2,4,x,-12,-4,3,x,x,3
COc1ccc(C(O)Cc2nccn2C)cc1 (stereo not given),-1,7,x,x,x,4,x,x,4
O=C(O)C1C2C=CC(C2)C1C(=O)NCCCN1CCCC1=O (stereo not given),-4,-8,0.9,-3,0,3,12*,3,0
CCOc1cccc(Nc2cc3n(c(=O)n2)CCc2cc(OC)c(OC)cc2-3)c1,16*,16,-4.2,-18,22,2,-2.4,1,-1
COc1cc(S(=O)(=O)NCc2cccnc2)ccc1F,-3,14,-3.0,8,-5,0,0.2,9,2
O=C(CCn1c(=O)oc2ccccc21)Nc1ccon1,-1,6,-1.2,2,0,8,1.1,8,4
COc1ccc(-c2cc(C(=O)NCCCN3CCOCC3)no2)cc1,-8,-9,-0.1,4,7,2,-1.9,1,1
CCOc1ccc(C2NC(=O)c3ccccc3O2)cc1OC (stereo not given),-9,10,0.3,-19,7,0,-2.8,-4,1
Cn1c(-c2cccc([N+](=O)[O-])c2)[n+](C)c2ccccc21,-6,6,-2.6,6,0,1,-2.5,7,-7
O=C(CSC(=S)N1CCCC1)NCCc1ccccc1,2,2,x,x,x,4,x,x,1

# Some values from above.
# GalR3 antag with O=C(CCn1c(=O)oc2ccccc21)Nc1ccon1 reads -1
# GalR3 antag with C=C1CCN([C@@H](C)C(=O)NCc2cc(OC)c(OC)c(OC)c2)S(=O)(=O)c2ccccc21 reads -2

# Further compounds follow:
SMILES,GalR3 antag,CRFR2-BP antag,VIM-2 inhibitor,p-CIP stab down,SUMO HTRF inh,IDE cell activ,IMP-1 inhibitor,NS3 helicase inh,IDE inh
CCn1ccnc1CN1CCCC(C(=O)c2ccc3c4c(cccc24)CC3)C1 (stereo not given),-1,-7,1.6,-6,-12,0,-0.9,-36,-1
CC(C)(C)n1nnnc1CN1CCN(C(c2ccccc2)c2ccccc2)CC1,-4,12,-5.0,-7,-28,0,-3.1,-8,3
O=C1NC(=O)C(c2ccccc2)(c2ccc(O)cc2)N1 (stereo not given),3,-15,x,x,x,1,x,x,-2
Cc1ccc(CCNC(=O)CS(=O)Cc2nc(-c3ccccc3F)oc2C)cc1 (stereo not given),0,5,0.0,8,-2,5,0.1,0,8
CCOc1cc(/C=C/c2cc(C(=O)O)c3ccccc3n2)ccc1OC,2,23,1.2,-1,17,-1,-3.0,0,-1
COc1cc(N=Nc2c(O)c3ccccc3[nH]c2=O)c(OC)cc1N=Nc1ccccc1,x,13,-2.3,1,24,1,-3.2,4,2
CC(C)(C)C(=O)Nc1sc(-c2ccccc2)cc1C(=O)O,4,16,-1.0,-1,12,3,-0.3,12,5
CC1CCC(NC(=O)CN2C(=O)c3cccnc3Oc3ccc(Cl)cc32)CC1 (stereo not given),-8,-8,2.3,-8,x,-5,0.7,3,1
O=C(NC1CC1)c1ccc(-n2cccc2)cc1,-2,6,-1.4,-4,16,5,-1.9,-16,-7
CCn1c(C2CC(=O)N(c3ccc(C)c(C)c3)C2)nc2ccccc21 (stereo not given),x,-13,3.7,-2,-5,5,-1.6,-3,-2
COC(=O)c1cc(CNC(=O)Cc2ccsc2)ccc1OC,-1,1,-1.8,-25,11,4,-3.0,5,2
CCC(=O)NC(=S)NNC(=O)c1ccc([N+](=O)[O-])cc1,-7,0,-3.4,-3,-12,-2,-1.5,1,7
COc1ccc(C)cc1Nc1n[n+](-c2ccccc2)c(-c2ccc(NC(C)=O)cc2)s1,-4,-4,-3.9,-3,4,-4,-1.3,-56,1
Cc1cc(C)cc(NC(=O)CN(C)S(=O)(=O)c2cccc3nsnc23)c1,2,-2,-0.6,9,-18,2,-1.7,2,-1
COc1cccc(/C=N/Nc2cc(-n3nc(C)cc3-c3ccccc3)ncn2)c1O,-11,15,-5.0,-11,-49,-2,-4.7,-3,1
c1ccc(CN2CCC(N=C3NN=C(c4ccc5c(c4)OCCO5)CS3)CC2)cc1,-8,-8,-4.7,0,-1,-1,-3.8,-69,3
O=C(c1ccccc1Br)N1CCN(c2ncccn2)CC1,-3,6,-0.6,-9,16,2,-2.5,0,x
Cc1ccc2c(c1)C(=O)N1[C@H]3c4cc(C)ccc4OC[C@@H]3[C@H](c3ccccc3)[C@]1(C)C(=O)N2,-6,15,x,x,x,-4,x,x,4
COCCn1c(SCC(=O)N2CCCCCC2)nnc1-c1ccco1,9,-4,-0.8,1,-2,-5,-2.9,-3,1
CCC(CC)CN1C(Nc2ccccc2)=NC[C@@H]1CC(C)C,x,6,-1.3,9,1,2,-4.4,-9,-2
CC(C(=O)N1CCN(C2c3ccccc3-c3ccccc32)CC1)N1C(=O)c2ccccc2C1=O (stereo not given),2,0,-1.4,-3,-15,-2,-1.4,-8,-2
O=C(N/C(=C\c1ccc2c(c1)OCO2)C(=O)N1CCOCC1)c1ccccc1Br,-8,-1,-3.5,-8,14,1,0.4,-4,-1
CCOC(=O)N1CCC(Nc2c(Nc3cccc(CC)c3)c(=O)c2=O)CC1,-4,14,0.1,-1,8,-2,-1.3,-2,6
CNC(=O)COc1ccc2oc3c(c2c1)CCCC3,-9,-13,-3.8,-8,5,1,-2.9,-3,-1
CCNC(=O)CC1S/C(=N/N=C(\C)c2ccccc2)NC1=O (stereo not given),5,-3,0.1,28,-2,2,-3.8,-13,-4
CC(C)(C)NC(=O)c1ccnc(C(C)(C)C)c1,-3,16,-5.8,-13,-3,0,-2.1,0,5
CCN(CC(=O)Nc1ccccc1C(F)(F)F)C(=O)CCOc1ccccc1C,-2,4,x,x,x,-3,x,x,6
Cc1ccc(NS(=O)(=O)c2ccc(C(=O)NCCN3CCOCC3)cc2)cc1,-4,-20,x,x,x,2,x,x,-1
CCCCCOc1ccc(C(=O)NCC2(c3ccccc3)CCOCC2)cc1,-5,14,0.0,-13,-42,3,-2.3,-16,-4
CCOC(=O)N1CCN(C(=O)COc2ccccc2[N+](=O)[O-])CC1,2,-7,-3.1,-2,3,2,-2.9,0,-2
CC(=O)N1CCN(C(=O)c2ccc(Cl)c(NC(=O)c3cccs3)c2)CC1,-4,11,x,x,x,5,x,x,11
O=C(Cn1cnc([N+](=O)[O-])n1)N/N=C/c1ccc(O)cc1O,1,-6,-3.4,-10,6,7,-1.6,2,-1
CC12CN(Cc3ccccc3)CC(C)(CN(Cc3ccccc3)C1)C2=NO,-8,11,-1.2,-16,-5,-1,-1.8,-3,1
NC(=O)c1cc[n+](CC2=C(C(=O)O)N3C(=O)[C@@H](NC(=O)C(c4ccccc4)S(=O)(=O)[O-])[C@H]3SC2)cc1 (stereo not given in full),x,-6,-2.6,-7,-10,-3,-2.7,5,-2
CC(=O)C[C@H](O)CC(=O)[C@H]1OC(=O)CCCCCCCc2ccccc21,1,3,x,x,x,5,x,x,5
CCc1nc(NCCCN2CCOCC2)c2oc3ccccc3c2n1,2,32,11*,4,-1,1,-2.6,0,3
O=C(c1ccc(Cl)cc1)C1CCN(Cc2ccccc2)CC1,-10,-12,-1.1,-6,1,-1,-5.4,-3,6
Cn1ccc2cc(-c3csc(N4CCC(C(N)=O)CC4)n3)ccc21,-3,-3,x,x,x,4,x,x,2
CC1=C(N2CCOCC2)CCC1=O,-1,2,x,x,x,-2,x,x,3
CC(C)(/C=N/O)/[N+]([O-])=C/c1ccccc1,-2,5,-1.5,13,-12,x,-2.4,-12,4
CCOc1ccccc1NC(=S)NC(=O)CCc1ccccc1,-5,-7,-3.0,3,0,3,-1.5,4,x
O=C(c1cnn2ccccc12)N(Cc1ccco1)C1CCCC1,1,-2,-1.6,-7,15,0,0.1,-3,0
O=C(CSc1nnc(-c2ccccc2)n1C1CCCCC1)N1CCCC1,-7,9,-1.6,-13,2,1,-6.3,-1,0
O=C(C1=C[C@H](c2ccccc2)C[C@H](OCCCCO)O1)N1CCN(Cc2ccc3c(c2)OCO3)CC1,-6,20,-1.1,10,5,6,-1.3,-11,7
Clc1ccc(CSc2nnc(-c3ccncc3)s2)cc1,-3,-7,-3.3,-3,0,6,-2.5,5,10
O=C(Nc1ccccn1)C1COc2ccccc2O1 (stereo not given),1,4,-1.9,1,8,-2,-1.5,-4,-1
O=C(Nc1ccc(CSc2ccccc2)cc1)c1ccccc1,-2,5,0.9,-6,27,6,0.1,1,3
N#Cc1ccc2ccn(CC(=O)NCc3ccco3)c2c1,-5,11,-0.7,-1,-5,-3,-2.6,4,0
CCOC(=O)C(NC(=O)NCc1ccccc1)(OCC)C(F)(F)F (stereo not given),-9,-4,-6.1,-14,5,-2,-3.1,-1,1
Nn1c(SCC(=O)N2CCCCCC2)nnc1-c1ccco1,-3,-3,x,x,x,3,x,x,-1
CCOc1ccc(Nc2cc(Nc3ccccc3OCC)nc(C=C(C#N)C#N)n2)cc1,-2,-9,-3.3,-15,19,4,-2.2,4,2
COc1ccccc1CNS(=O)(=O)CC12CCC(CC1=O)C2(C)C (stereo not given),11,2,0.7,-15,1,11,1.8,35,2
O=C(NCCS(=O)c1ccc(Cl)cc1)c1cccc(Cl)c1 (stereo not given),6,-22,-1.6,-2,-15,x,-1.8,3,2
Cc1sc2nc(C(C)(C)C)oc(=O)c2c1C,x,23,-2.6,2,5,7,-3.0,-3,-1
O=C(N/N=C/c1ccoc1)c1ccccc1F,-2,2,-4.0,4,23,-2,-1.6,4,3
Cc1c(Br)cnn1C(C)C(=O)N1CCN(c2ccccc2F)CC1 (stereo not given),-6,-1,x,x,x,-2,x,x,-5
CNC(=O)c1c(NC(=O)CCS(=O)(=O)c2ccc(Cl)cc2)sc2c1CCN(C(=O)OC)C2,-4,24,x,x,x,-1,x,x,-2
CCOC(=O)c1cnc2ccc(C(=O)OC)cc2c1NCCN1CCOCC1,-4,11,-6.4,-5,9,-2,-4.4,1,-1
CCOC(=O)[C@H]1[C@H]2COc3ccccc3[C@@H]2N2C(=O)c3cc(Cl)ccc3NC(=O)[C@@]12C,-6,-7,x,x,x,0,x,x,1
CC(C)n1c(N2CCN(C(=O)Nc3ccc(F)cc3F)CC2)nc2ccccc21,-5,7,-0.7,10,9,-1,1.3,-2,4
